# Screens (PubChem)
# MEKK2mut PB1 HTS: MEK5 binding signal on mutant MEKK2 PB1, primary screen, biochemical, multiplex bead flow cytometry, Alexa488-MEK5; Alexa488-MEK5 binding to MEKK2 mutant; percent response, % at 10 µM; hit rate 0.35% among 290,000; in the data active means percent response above about 24%, passing the limit was not always enough; further: inactives centre near 1; some results filed as inactive read as strong as hits
# MEKK2wt PB1 HTS: modulators of MEK5 binding to wildtype MEKK2, primary screen, biochemical, multiplex bead flow cytometry, Alexa488-MEK5. Alexa488-MEK5 binding to MEKK2 WT; actives lie on both sides. binding response (% of control), % at 10 µM. hit rate 1.1% among 290,000. AID 1531, 2009; in the data active means binding response below about 67% or above about 130%
# GPR7 antag: GPR7 receptor antagonists, primary screen, cell-based, fluorescence, single concentration; Neuropeptides B/W receptor type 1 (Homo sapiens), P48145; GPR7-expressing cells, fluorescence antagonist assay; inhibition, % at 4.4 µM; hit rate 1.1% among 290,000; AID 1861, 2009; in the data active means inhibition above about 16%, passing the limit was not always enough;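 further: cells stimulated with the agonist NPW; 0% = agonist with vehicle and 100% = vehicle without agonist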
# Target sequence (P48145 whole entry, looked up): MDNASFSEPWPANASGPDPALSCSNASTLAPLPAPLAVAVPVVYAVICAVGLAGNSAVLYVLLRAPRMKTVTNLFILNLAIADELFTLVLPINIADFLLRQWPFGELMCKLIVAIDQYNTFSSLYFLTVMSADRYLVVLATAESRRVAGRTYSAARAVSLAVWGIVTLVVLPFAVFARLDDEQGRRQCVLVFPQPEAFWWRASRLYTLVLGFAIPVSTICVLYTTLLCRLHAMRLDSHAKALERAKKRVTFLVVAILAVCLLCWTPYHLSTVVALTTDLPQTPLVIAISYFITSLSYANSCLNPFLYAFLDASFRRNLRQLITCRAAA
# V1R ag counter: agonists of human V1a receptor, primary screen, counter-screen for OXTR agonist project, fluorescence, CHO-V1R cells; AID 2797, 2010; hit rate 0.25% among 320,000; Fluo-8 calcium fluorescence, agonist mode; 0% DMSO, 100% 3 nM vasopressin; Vasopressin V1a receptor (Homo sapiens), P37288; activation, % at 3 µM;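 active means activation above the mean activation of all tested compounds plus 3 SD, per screening run, cut at about 20% in these data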;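 further: signal is peak over basal fluorescence ratio across a 100 second FLIPR read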
# Target sequence (P37288 whole entry, looked up): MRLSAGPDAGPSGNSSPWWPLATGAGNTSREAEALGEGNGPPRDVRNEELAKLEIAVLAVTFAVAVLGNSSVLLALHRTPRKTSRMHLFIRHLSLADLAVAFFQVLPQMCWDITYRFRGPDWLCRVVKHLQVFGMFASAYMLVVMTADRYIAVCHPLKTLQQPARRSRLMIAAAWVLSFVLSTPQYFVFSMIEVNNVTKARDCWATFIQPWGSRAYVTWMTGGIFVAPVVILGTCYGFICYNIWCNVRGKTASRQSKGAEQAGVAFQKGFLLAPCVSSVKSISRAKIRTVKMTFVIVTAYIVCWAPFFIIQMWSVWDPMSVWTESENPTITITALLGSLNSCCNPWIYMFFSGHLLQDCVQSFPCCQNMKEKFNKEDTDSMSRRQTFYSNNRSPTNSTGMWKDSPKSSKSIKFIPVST
# NALP1 yeast inh: NALP1 inflammasome inhibitors in reconstituted yeast, colorimetric, S. cerevisiae, triplicate retest; S. cerevisiae NALP1/ASC/caspase-1 growth, X-gal OD620, 72 h; inhibition, % at 10 µM; hit rate 0.61% among 280,000; in the data active means inhibition mostly above about 24%, no sharp cut-off; inactive means mostly below about 32%; further: some compounds called inactive have numbers as strong as hits
# OXTR potentiator: human OXTR potentiators, primary screen, fluorescence, CHO-OTR cells, Fluo-8 calcium | activation, % at 3 µM | hit rate 0.061% among 320,000 | Oxytocin receptor (Homo sapiens), P30559 | Fluo-8 calcium fluorescence, potentiator mode; 0% = oxytocin EC15, 100% = EC100;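 active means activation above that plate's cutoff, the mean activation of tested compounds plus 3 SD, cut at about 6.6% in these data, passing the limit was not always enough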;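 further: 100% uses oxytocin at 75 nM as the full agonist control; some results filed as inactive read as strong as hits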
#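 System: human OTR in CHO cells / Also added: sub-maximal oxytocin, roughly EC15 / Control set: EC15 oxytocin low, 75 nM oxytocin high / Schedule: 6 min compound pre-incubation at room temperature, 100 s kinetic read / Compound: single-point 3.0 µM / Replication: singlicate / Technique: Fluo-8 calcium dye fluorescence / Read-out basis: % activation of max/min ratio relative to oxytocin controls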
# PfM18AAP inh: PfM18AAP inhibitors, malaria aminopeptidase, primary screen, biochemical, QFRET, recombinant enzyme; H-Glu-NHMec fluorogenic cleavage; inhibition, % at 7.35 µM; hit rate 1.2% among 290,000; AID 1822, 2009;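 active means inhibition above the campaign mean inhibition over all tested compounds plus 3 SD, cut at about 28% in these data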;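 further: 0% = plate median of test compound wells and 100% = 2 mM ZnCl2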
# OXTR ag: human OXTR agonists, primary screen, fluorescence, CHO-OTR cells, Fluo-8 calcium | Oxytocin receptor (Homo sapiens), P30559 | Fluo-8 calcium fluorescence; normalized: DMSO 0%, oxytocin 100% | activation, % at 3 µM | hit rate 0.32% among 320,000 | AID 2435, 2010;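 active means activation above the mean of all tested compounds plus 3 SD, cutoff set per screening run, cut at about 20% in these data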;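 further: peak over basal fluorescence ratio from a 100 s FLIPR kinetic read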
# GalR3 antagonist: GalR3 antagonists in HEK293 cells, primary screen, cell-based, fluorescence readout; HEK293 GalR3-CNG cAMP membrane potential fluorescence; galR3 body fused to GalR1 C-terminus; inhibition, % at 3 µM; hit rate 0.44% among 360,000;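 active means inhibition above the screen-wide average plus 3 SD, cut at about 13% in these data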;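 further: forskolin and galanin both at EC90 stimulate the cells; cAMP rise reported by CNG channel membrane potential dye signal; 0% = forskolin plus galanin with DMSO and 100% = forskolin alone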
# Target sequence (O60755 1-299 limits assumed): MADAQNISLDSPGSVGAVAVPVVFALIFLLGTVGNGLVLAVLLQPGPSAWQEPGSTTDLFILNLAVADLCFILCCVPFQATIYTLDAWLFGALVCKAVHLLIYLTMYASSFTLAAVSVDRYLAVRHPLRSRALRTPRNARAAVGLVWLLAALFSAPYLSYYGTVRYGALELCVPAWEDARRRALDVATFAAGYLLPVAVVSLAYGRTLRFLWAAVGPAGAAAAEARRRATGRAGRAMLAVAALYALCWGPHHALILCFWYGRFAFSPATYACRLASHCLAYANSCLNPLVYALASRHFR
# Starred values were filed as active, the others as inactive; . = not tested or not shown; & = joins results of further samples.
SMILES,MEKK2mut PB1 HTS,MEKK2wt PB1 HTS,GPR7 antag,V1R ag counter,NALP1 yeast inh,OXTR potentiator,PfM18AAP inh,OXTR ag,GalR3 antagonist
Cc1ccc(S(=O)(=O)NC(C(=O)Oc2ccc3ccc(=O)oc3c2)c2ccccc2)cc1 (stereo not drawn),-2,100,4,1.3,21,-7,0,-1.3,2
Cc1csc(=O)n1CC(=O)OCC(=O)c1c(N)n(CC(C)C)c(=O)n(C)c1=O,.,.,.,3.9,.,-15,.,2.5,-1
COc1ccc(-c2ncncc2-c2ccccc2)c(O)c1,4,105,-11,0.0,-2,-5,0,-1.4,-3
CSCCC(NC(=O)c1ccccc1Br)C(=O)NNC(=O)c1csc(N2CCOCC2)n1 (stereo not drawn),.,.,.,0.1,.,-6,.,-0.4,-5
O=C(C1=C(O)C(=O)N(CCN2CCOCC2)C1c1ccc(F)cc1)c1cc2ccccc2o1 (stereo not drawn),6,103,1,0.3,6,1,15,-0.7,1
Cc1sc2c(=O)n3c(nc2c1C(=O)NCCCN1CCOCC1)CCCCC3,-2,102,20,0.3,16,-4,-9,-0.5,-2
O=C(CCc1ccccc1)NC1CCCc2ccccc21 (stereo not drawn),-4,91,-5,-0.5,-3,6,-11,-1.5,5
Cc1ccnc(NC(c2ccsc2)c2ccc3ccc(C)nc3c2O)c1 (stereo not drawn),14,116,-11,-0.5,-4,-9,10,0.2,-1
CC(C)(C)NC(=O)C(c1ccccc1)N(C(=O)c1csnn1)C1CC1 (stereo not drawn),-4,95,-1,-0.8,13,-9,5,-1.5,-3
O=C1NC(=O)/C(=C/c2ccco2)N1,.,.,.,1.2,.,5,.,1.4,-7
CC(C)CC(=O)Nc1c2c(nn1-c1ccc(F)cc1)CS(=O)(=O)C2,6,104,-5,-0.1,4,-1,-13,0.7,-8
O=C1c2ccccc2C(=O)N1CCCCN(C(=O)c1ccco1)c1ccc(Cl)cc1,-3,99,-12,-1.0,7,-19,0,-2.0,-3
OCCC1CN(Cc2ccc3nsnc3c2)CCN1C1CCCC1 (stereo not drawn),-2,100,-20,0.1,1,-8,-3,-0.8,-4
O=C(N/N=C/c1ccc(C(F)(F)F)cc1)c1ccc(O)cc1,-3,96,-12,0.3,-13,-5,-4,-1.0,-1
CCOc1ccc(S(=O)(=O)N2CCC(c3ccccc3)CC2)cc1C(=O)O,-1,96,-5,-0.2,4,-1,14,-1.0,-4

# Single records, from the list above. Values in the order: MEKK2mut PB1 HTS | MEKK2wt PB1 HTS | GPR7 antag | V1R ag counter | NALP1 yeast inh | OXTR potentiator | PfM18AAP inh | OXTR ag | GalR3 antagonist
# Entry for `O=C1NC(=O)/C(=C/c2ccco2)N1` → . | . | . | 1.2 | . | 5 | . | 1.4 | -7
# Entry for `O=C1c2ccccc2C(=O)N1CCCCN(C(=O)c1ccco1)c1ccc(Cl)cc1` → -3 | 99 | -12 | -1.0 | 7 | -19 | 0 | -2.0 | -3
# Entry for `OCCC1CN(Cc2ccc3nsnc3c2)CCN1C1CCCC1` (stereo not drawn) → -2 | 100 | -20 | 0.1 | 1 | -8 | -3 | -0.8 | -4
# Entry for `CCOc1ccc(S(=O)(=O)N2CCC(c3ccccc3)CC2)cc1C(=O)O` → -1 | 96 | -5 | -0.2 | 4 | -1 | 14 | -1.0 | -4

# Additional entries
SMILES,MEKK2mut PB1 HTS,MEKK2wt PB1 HTS,GPR7 antag,V1R ag counter,NALP1 yeast inh,OXTR potentiator,PfM18AAP inh,OXTR ag,GalR3 antagonist
COc1ccc(-c2cc(C(F)(F)F)nc(SCCC(=O)NCc3ccccc3)n2)cc1,2,100,-1,-0.9,21,-8,-5,-1.6,-1
CC1(C)SC2C(NC(=O)COc3ccccc3)C(=O)N2C1C(=O)O (stereo not drawn),0,101,0,-0.2&0.9,3,-11&1,3,-0.3&0.5,-6
Cc1cc(C)c2c(c1)/C(=N/NC(=S)Nc1ccc(F)cc1)CCC2,7,107,-10,-0.6,14,-5,7,-0.4,-4
CCn1c(CNC(=O)c2ccccc2F)nnc1SCc1nc2ccccc2c(=O)[nH]1,-1,99,-7,-0.4,10,-3,-6,-0.2,0
O=[N+]([O-])c1c(NCCCO)cc(N2CCCCCC2)c2nonc12,5,104,-8,3.4,17,-4,11,1.6,0
CCN(C(=O)CN1C(=O)CN(C)C1=O)c1cccc2ccccc12,.,.,.,0.9,.,-5,.,-0.1,-4
CCCCC(=O)Nc1ccc(C(=O)Nc2ccc(S(=O)(=O)Nc3nccc(C)n3)cc2)cc1,-2,100,-2,0.7,22,0,0,-0.7,-4
Cc1nn(Cc2noc(C(=O)NCC3CCCO3)n2)c(C)c1Br (stereo not drawn),1,99,-16,0.7,-6,-8,-19,0.3,-11
OCCC1CN(Cc2cnc(N3CCOCC3)s2)CCN1C1CCCC1 (stereo not drawn),-5,96,-6,0.5,20,3,-4,-0.3,4
CCOC(=O)CN1NC2(CCCCC2)NC1=S,1,97,-3,-0.7,4,-11,12,0.2,-1
c1ccc(COC2CCCN(Cc3nc(-c4cnccn4)no3)C2)nc1 (stereo not drawn),6,108,-5,0.3,19,-7,3,-1.0,-7
O=C(c1cccc(C(F)(F)F)c1)C1CCCN(C(=O)CN2CCOC2=O)C1 (stereo not drawn),4,105,0,1.9,1,-9,0,-0.5,-2
CCOC(=O)N1CCC(N2Cc3cccc(C(=O)N4CCN(C5CCCCC5)CC4)c3C2=O)CC1,7,107,-14,-0.3,4,-2,-4,-1.4,.
N=c1c2c(-c3ccccc3)c(-c3ccccc3)n(Cc3ccccc3)c2ncn1CCO,21,137,17,12,21,-17,-1,3.5,-11
CS(=O)(=O)n1nc(-c2ccco2)nc1N,-4,95,5,0.5,3,-5,-11,0.4,-3
CCCSc1nc2c(c(=O)[nH]c(=O)n2C)n1CC(O)COc1ccccc1 (stereo not drawn),1,101,-4,1.6,-8,0,0,-1.8,1
COc1ccc(Cl)cc1NC(=S)Nc1ccccc1F,-1,104,-11,1.4,30,0,2,0.6,-5
COc1ccc(-c2nc(-c3ccncc3)no2)cc1OC,-1,101,-6,0.7,16,-1,15,-0.2,-6
C#Cc1cccc(-n2nnc(C(=O)OC)c2-c2ccccc2)c1,-8,102,21,2.3,17,-9,-1,-1.1,0
O=S(=O)(c1ccccc1)n1ccc2cccnc21,10,110,0,0.7,-4,2,3,-0.6,-3
COc1cccc(CN(C)C(=O)c2ccc(NC(=O)CC3SC(N4CCCC4)=NC3=O)cc2)c1OC (stereo not drawn),.,.,.,0.9,.,0,.,-0.2,-3
Cc1cc(Nc2ccccc2)nc(N2CCOCC2)n1,2,103,22,0.0,19,1,9,-1.3,-4
O=C(Nc1ccccc1C(=O)NCCCN1CCOCC1)c1cccc([N+](=O)[O-])c1,9,109,-6,0.9,8,0,0,1.7,-1
CC(=O)c1ccc(S(=O)(=O)N2CCC(c3nnc(SCCN4CCCC4)n3C)CC2)cc1,2,97,8,0.3,-3,-9,-7,0.2,-7
O=C(O)C1CCCCC1C(=O)Nc1ccccc1F (stereo not drawn),6,112,0,0.1,-4,2,-4,1.2,-5
CCc1cc2c3c(c1)C(C)CC(C)(C)N3C(=O)C2=O (stereo not drawn),0,103,4,-1.6,16,3,0,-1.7,7
CC(=O)NC1C(c2nc3ccccc3s2)=C(c2ccccc2)C(=O)N1c1ccc(C)cc1 (stereo not drawn),-4,95,2,-0.5,0,3,-1,-1.7,-3
CC(=O)Nc1ccc(NC(=O)C2CC(=O)N(c3cccc(Cl)c3)C2)cc1 (stereo not drawn),1,100,9,-0.1,24,-5,-6,-0.1,-6
COCCOC(=O)C1=C(C)NC2=C(C(=O)CC(C)(C)C2)C1c1ccc2c(c1)OCO2 (stereo not drawn),5,100,2,-0.5,-1,-5,-12,-0.8,-7
Cc1nnc(N/N=C/c2c(O)n(-c3cccc(C(F)(F)F)c3)c(=O)c3ccccc23)[nH]c1=O,0,94,-6,0.0,1,-4,16,-0.6,-7
COCCCNC(=O)C1CC(=O)OC1c1ccc(OC)c(OC)c1 (stereo not drawn),-3,98,7,0.1,12,3,10,1.3,-2
C1COCCNCCOCCOCCN1,5,111,-2,1.0,19,-5,-5,1.3,-3
C[C@H](CO)N1C[C@H](C)[C@@H](CN(C)C)Oc2c(NC(=O)CCC(F)(F)F)cccc2C1=O,.,.,.,0.3,.,-2,.,1.8,2
O=C(CCN1N=C(c2ccccc2)CCC1=O)NCC1COc2ccccc2O1 (stereo not drawn),6,111,-8,2.1,3,-1,-2,-1.6,-4
CCCCCn1c(CNC(=O)CC)nc2ccccc21,2,106,-12,0.5,.,-2,-11,-1.1,.
CC(=O)c1cccc(NC(=O)N2CCCC2C(=O)NC2CCCCC2)c1 (stereo not drawn),10,117,-7,-0.8,14,-7,-6,-1.1,-1
O=C(COc1ccccc1)N=C1SC2CS(=O)(=O)CC2N1CCc1ccccc1 (stereo not drawn),10,106,-1,1.3,1,-5,-2,0.6,4
O=C(Nn1cnnc1)c1cc(-c2ccccn2)nc2ccccc12,2,91,2,0.4,1,-11,50*,0.2,-1
C=CCOc1ccccc1CNc1ccccc1C,-1,99,-1,-1.8,22,0,-2,-1.9,-6
COc1ccc(NC(=O)C(=O)N/N=C(\C)CC(=O)Nc2ccccn2)c(OC)c1,-11,94,-14,-0.9,5,-5,1,-2.3,-1
Cc1cc(S(=O)(=O)NCC(C)C)ccc1OCC(=O)NCC1CCCO1 (stereo not drawn),0,101,-9,-0.7,28,-2,-5,0.2,-1
O=C(C1=C[C@H](c2ccccc2)C[C@H](OCCCCO)O1)N1CCOCC1,5,98,-13,-0.2,-1,-2,4,-0.6,0
O=C(Cc1ccc(Cl)cc1)NCC(=O)N1CCN(Cc2ccccc2)CC1,6,106,-5,1.2,-4,-9,-1,-0.9,-2
CCOC(=O)Cn1cnc2scc(-c3ccc(C)c(C)c3)c2c1=O,15,112,-28,0.6,-1,-11,4,-0.3,-9
CN(C(=O)c1ccc(OC2CCN(S(=O)(=O)N(C)C)CC2)cc1)C1CCCCC1,0,100,-13,3.6,-5,-26,-2,2.2,-8
CCc1cc(=O)oc2cc(C)cc(O)c12,2,102,-13,6.1,-9,-7,7,5.0,-2
CC1CCCN(S(=O)(=O)c2ccc(Cl)s2)C1 (stereo not drawn),1,102,-7,-1.3,-5,-1,5,-2.0,-6
CCN(Cc1ccccc1)S(=O)(=O)c1ccc(S(=O)(=O)N2CCN(C)CC2)cc1,6,109,1,1.1,4,-14,1,0.2,-7
N#CC(c1nc2ccccc2nc1N1CCCC1)S(=O)(=O)c1ccccc1 (stereo not drawn),0,92,5,0.9,42,-1,5,2.2,-6
CCOc1ccccc1NS(=O)(=O)c1c[nH]c(C(=O)OC)c1,0,98,2,2.8,5,-5,8,3.7,-3
